Screening data (PubChem BioAssay)
AmpC inh detg – blocks E. coli AmpC beta-lactamase in detergent assay; 0.041% of 370,000 active; Potency, µM (highest dose often 114 µM), without a hit: top-dose activity change, negative = inhibition, usual class: inhibitors; P00811; AmpC hydrolysis of nitrocefin, absorbance 480 nm, 0.01% Triton;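 further: potency means the concentration at half of the fitted maximal effect; 0% = no-compound wells and -100% = no-enzyme wells; nearly all actives have a fitted effect of over 25% in size; some results filed as inactive show a strong effect at the top dose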
Target sequence (P00811 whole entry, looked up): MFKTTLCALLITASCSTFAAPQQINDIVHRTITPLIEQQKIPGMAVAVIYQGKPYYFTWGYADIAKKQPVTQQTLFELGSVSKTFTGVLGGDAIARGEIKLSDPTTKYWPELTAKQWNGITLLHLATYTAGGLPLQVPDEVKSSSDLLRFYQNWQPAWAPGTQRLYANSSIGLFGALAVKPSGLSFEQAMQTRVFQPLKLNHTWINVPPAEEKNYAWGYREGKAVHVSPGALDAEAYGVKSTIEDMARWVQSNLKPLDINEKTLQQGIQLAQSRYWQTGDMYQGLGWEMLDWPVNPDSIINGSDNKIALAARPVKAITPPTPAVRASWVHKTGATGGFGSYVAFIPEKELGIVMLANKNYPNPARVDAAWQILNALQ
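20 mM phosphate pH 7.0 + 0.01% (detergent screen) or 0.0001% Triton X-100; 5.3 nM AmpC reagent; cpd preinc 15 min RT; nitrocefin (800 uM stock) to start; A480 q20 s × 4 min; Activity was normalised to no-enzyme and no-compound control wells.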
Sm TGR block – blocks Schistosoma mansoni thioredoxin glutathione reductase. Q962Y6. purified TGR, DTNB reduction, TNB absorbance 405 nm. Potency, µM (doses to about 114 µM), inactives show at the top dose activity change, negative = inhibition, most hits filed as inhibitors. 3% of 360,000 active. AID 485364; further: potency means the concentration at half of the fitted maximal effect; nearly all actives have a fitted effect of over 60% in size
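TGR 20 nM + NADPH 100 uM (dispensed conc.), cpd preinc 15 min RT; start with NADPH (500 uM addition) then DTNB (15 mM addition). Kinetic TNB absorbance, 405 nm filter. Four-parameter Hill fit across titration.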
FBPA Giardia inh – inhibitors of Giardia lamblia fructose-1,6-bisphosphate aldolase. 0.71% of 290,000 active. purified Giardia FBPA. Potency, µM (series often up to 59.6 µM), for the others: at the highest dose activity, negative = inhibition, most hits filed as inhibitors; further: potency means the concentration at half of the fitted maximal effect; nearly all actives have a fitted effect of over 55% in size
Target sequence (A8B2U2 whole entry, looked up): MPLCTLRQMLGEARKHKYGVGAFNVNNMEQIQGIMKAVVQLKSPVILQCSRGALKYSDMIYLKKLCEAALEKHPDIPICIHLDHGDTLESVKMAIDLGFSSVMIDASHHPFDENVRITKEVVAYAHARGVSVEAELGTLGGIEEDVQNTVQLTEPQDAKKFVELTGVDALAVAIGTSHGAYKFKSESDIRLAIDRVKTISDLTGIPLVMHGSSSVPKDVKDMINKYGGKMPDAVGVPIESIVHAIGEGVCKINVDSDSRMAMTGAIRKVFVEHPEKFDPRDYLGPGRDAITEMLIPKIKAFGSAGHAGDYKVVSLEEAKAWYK
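40 nM FBPA preincubated 10 min at RT with compound (up to 57.5 uM final), then substrate plus GAPDH/TPI/NAD/arsenate coupling and diaphorase/resazurin added. Fluorescence read after 20 min at RT, 525/598 nm.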
AmpC no deterg – blocks E. coli AmpC beta-lactamase in detergent-free assay; 0.52% of 330,000 active; P00811; Potency, µM (top dose mostly 57.1 µM), for inactives: top-dose activity change, negative = inhibition, most hits filed as inhibitors; AID 485341; AmpC nitrocefin hydrolysis, absorbance 480 nm, 0.0001% Triton;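 further: potency means the concentration at half of the fitted maximal effect; plate controls were no compound for no effect and no enzyme for full effect; nearly all actives have a fitted effect of over 20% in size; some results filed as inactive show a strong effect at the top dose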
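AmpC (5.3 nM in the dispensed reagent) in 20 mM phosphate pH 7.0 with 0.01% (detergent screen) or 0.0001% Triton X-100 was preincubated with compounds for 15 min at room temperature. Nitrocefin was then added from an 800 uM solution, and hydrolysis was followed at 480 nm.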
AMA1-RON2 inh – disrupts binding of P. falciparum AMA1 to RON2; AlphaScreen AMA1-biotinylated RON2 peptide binding; Potency, µM (titrated, usually from 58.2 µM), for inactives: at the highest dose activity change, negative = inhibition, hits mostly inhibitors; AID 720542; 0.2% of 360,000 active;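 further: potency means the concentration at half of the fitted maximal effect; 0% = vehicle wells and -100% = peptide control; nearly all actives have a fitted effect of over 45% in size; some results filed as inactive show a strong effect at the top dose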
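AMA1 (3D7) with his tag at 25 nM final met compounds first, then biotinylated RON2 peptide at 25 nM; detection used donor plus acceptor beads, 10 µg/mL apiece, read by AlphaScreen after 30 min at room temperature.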
HCMV inh – human cytomegalovirus inhibition; 4.5% of 410,000 active; HFF cells, HCMV-luciferase reporter, 72 h; hits give low values; activity change, negative = inhibition, % at 57.5 µM; in the data active means activity change below about -60%; inconclusive means no clear call, values can overlap the other calls; inactive means above about -39%
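Two compound doses tested in HFFs infected with HCMV-luciferase, MOI 1 PFU/cell, 72 h at 37C. Lysate luminescence read with OneGlo; data normalized against buffer-only and 10uM Salinomycin inhibitor controls.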
The depositor's hits bear a star; ? = inconclusive; / = not tested or not shown; & = joins results of further samples; [ ] = dose if it differs, or a comment. Unless noted, the call rests on the fitted dose curve; in most records, active means well fitted curve in the direction sought with a large enough effect; inconclusive means small, poorly fitted or top-dose-only effect, or another doubt; inactive means no such curve, though single readings can be large; an effect the other way counts as inactive or inconclusive. Unless noted, on the % scale 0 is the no-effect control and ±100 the full control effect.

SMILES	AmpC inh detg	Sm TGR block	FBPA Giardia inh	AmpC no deterg	AMA1-RON2 inh	HCMV inh
Cc1ccc(C2(C)NC(=O)N(CC(=O)N3CCN(S(=O)(=O)c4ccc(Cl)s4)CC3)C2=O)cc1 (centres undefined)	-9%	-6%	/	126%[activator]	-10%	-32
COC(=O)c1cccc(CSc2nc3ccccc3[nH]2)c1	-4%	0%	-8%	-34%	7%	-15
COCCCNCCCCSc1ccc(Cl)cc1	8%	4%	-21%	-6%	-9%	-26
Cc1ccc(Nc2ccc(NCc3ccccc3)nn2)cc1C	?	1%	1%	-51%	?	-4
O=C(c1ccco1)n1c(=S)nc2ccccn21	-5%	50µM*	?	2%	26%	8
CSCCC(NC(=O)c1ccccc1Cl)C(=O)N(C)Cc1cccs1 (centres undefined)	-5%	1%	-9%	14%	7%	1
O=C(NCCc1ccccc1)C1CC(=O)N(C2CCCCCC2)C1 (centres undefined)	?	1%	5%	16%	7%	27
Cc1ccc(-n2c(SCC(N)=O)nc3c(c2=O)C2(CCCC2)Cc2ccccc2-3)cc1	-18%	0%	18%	-10%	-9%	?
Cc1cc(C)nc(NC(=O)c2ccc(Cl)cc2)n1	3%	5%	10%	-7%	3%	?
O=[N+]([O-])c1ccc(N2CCc3ccccc3C2)nc1	1%	-10%	-8%	-19%	-2%	-9
CC(C)c1ccc(CNC(=O)C(=O)Nc2nccs2)cc1	0%	3%	-12%	-18%	48%[activator]	17
COc1ccc(O[C@H]2C=C[C@@H](c3ccccc3)O[C@@H]2COC(=O)CC/C(C)=N/OC[C@@H](O)[C@H]2O[C@@H]3OC(C)(C)O[C@@H]3[C@H]2O)cc1	?	-19%	0%	283%[activator]	/	/
CC(=O)c1cccc(NC(=O)Cn2c(=O)oc3cc(S(=O)(=O)N4CCCC4)ccc32)c1	2%&2%	0%&-12%	3%	-27%	-6%	9&-4
N#Cc1ccc(-c2ccc(OCC(=O)NN=Cc3ccncc3)cc2)cc1	/	/	/	-16%	17%	-16
Cc1c(CC(=O)N2CCN(C(=O)C3COc4ccccc4O3)CC2)c(=O)oc2cc(O)cc(O)c12 (centres undefined)	-8%	-26%	-28%	-31%	-6%	-5
CSCC[C@H](NC(=O)OC(C)(C)C)C(=O)N1CCC(C(=O)N[C@@H](C)C(=O)O)CC1	-10%	5%	3%	-22%	-3%	-6
CCc1ccc(N(CC(=O)N2CCCCCC2)S(C)(=O)=O)cc1	0%	-2%	0%	39%	-6%	-13
O=C(CC1CCC1)NC(c1ccccc1)c1ccccc1	2%	/	3%	-23%	-9%	-11
CCOC(=O)C(NC(=O)CC)C(O)c1cccc([N+](=O)[O-])c1 (centres undefined)	-4%	-13%	3%	-21%	0%	?
CCOc1ccc(NC(=S)NC(=O)c2ccco2)cc1	-4%	13µM*	-23%	-11%	10%	7
O=C(NCCCN1CCCC1)c1ccc2c(c1)N(Cc1ccccc1F)C(=O)c1ccccc1S2(=O)=O	2%	-1%	/	47%	-10%	0
NS(=O)(=O)c1ccc(Oc2ccc(S(N)(=O)=O)cc2)cc1	-5%	1%	2%	-7%	23%	-16
COc1ccc(OC)c(/C=C2\N=C(c3ccccc3)OC2=O)c1	-14%	7%	-6%	-25%	1%	73
Cc1ccccc1NC(=S)N(Cc1ccco1)C(C)c1ccccn1 (centres undefined)	4%	0%	-3%	0%	70%[activator]	0
CC(C)(C)C(=O)Cn1c(=N)n(Cc2ccccc2)c2ccccc21	-3%	1%	1%	-2%	25%	-17

Random excerpt: 3 entries already listed
SMILES	AmpC inh detg	Sm TGR block	FBPA Giardia inh	AmpC no deterg	AMA1-RON2 inh	HCMV inh
CC(C)(C)C(=O)Cn1c(=N)n(Cc2ccccc2)c2ccccc21	-3%	1%	1%	-2%	25%	-17
O=C(NCCCN1CCCC1)c1ccc2c(c1)N(Cc1ccccc1F)C(=O)c1ccccc1S2(=O)=O	2%	-1%	/	47%	-10%	0
O=C(NCCc1ccccc1)C1CC(=O)N(C2CCCCCC2)C1 (centres undefined)	?	1%	5%	16%	7%	27

Back to the main list with the 2 entries that preceded the break.
SMILES	AmpC inh detg	Sm TGR block	FBPA Giardia inh	AmpC no deterg	AMA1-RON2 inh	HCMV inh
Cc1ccccc1NC(=S)N(Cc1ccco1)C(C)c1ccccn1 (centres undefined)	4%	0%	-3%	0%	70%[activator]	0
CC(C)(C)C(=O)Cn1c(=N)n(Cc2ccccc2)c2ccccc21	-3%	1%	1%	-2%	25%	-17
COc1ccc(-c2noc(CSc3nc4sc(C)c(C)c4c(=O)n3-c3ccccc3)n2)cc1OC	-7%	2%	1%	-10%	0%	-30
CCOC(=O)C1CCN(CCC(=O)Nc2cc(C)ccc2C)CC1	-5%	-22%	-9%	4%	13%	-19
COc1ccc(C(=O)Nc2cccc(-c3ccc4nncn4n3)c2)cc1OC	3%	3%	2%	-39%	-2%	-2
CCN(Cc1ccccc1)C(=O)C(C)OC(=O)c1cc(S(=O)(=O)Nc2c(C)n(C)n(-c3ccccc3)c2=O)ccc1C (centres undefined)	-3%	-2%	3%	154%[activator]	4%	-33
Cc1nc2ccc(NC(=O)c3ccc(Cl)c(NC(=O)c4cccs4)c3)cc2s1	-9%	-31%	-3%	-6%	-13%	-3
O=C(NC1CCCCC1)C(c1ccc(F)cc1)N(C(=O)Cc1ccsc1)c1ccc(F)cc1 (centres undefined)	-5%	16%	5%	4%	0%	12
O=C1c2ccccc2C(=O)N1c1cccc(-c2nc3ccccc3o2)c1	-4%	2%	-4%	-7%	5%	-39
CCC(C)(C)NC(=O)Cc1ccc(Cl)cc1	2%	/	-3%	1%	-9%	?
CCOC(=O)Cc1cnc(NC(=O)c2ccccc2)s1	-19%	-21%	-5%	-4%	0%	-28
Cc1ccnc(NCc2ccc(Cl)cc2)c1	-14%	-9%	4%	-31%	1%	-17
CN1CCN(CCNC(=O)Cn2c(=O)c3cccn3c3ccc(F)cc32)CC1	-2%	?	/	-6%	19%	-24
COc1ccc(CNC(=O)C2CC(c3ccccc3[N+](=O)[O-])=NO2)cc1 (centres undefined)	-2%	-6%	3%	-9%	7%	37
COc1ccccc1S(=O)(=O)Nc1ccc(S(=O)(=O)Nc2nccs2)cc1	7%	-4%	/	-14%	-8%	-13
O=C(Cc1ccccc1)N(Cc1cccnc1)c1nc2c(Cl)cccc2s1	-1%	-1%	/	/	/	0
Cc1cc(C)cc(-n2ncc3c2CCCC3NC(=O)c2cc(C)oc2C)c1 (centres undefined)	-11%	?	11%	20%	-1%	?
COC(=O)c1ccc(CNC(=O)COC(=O)COc2ccc(OC)cc2)cc1	-2%	1%	-1%	-4%	-3%	-23
O=C(NCCOc1cccc(Cl)c1Cl)c1cc(-n2cnnc2)ccc1Cl	-13%	-17%	5%	48%	2%	79
O=C(NCc1ccc2c(c1)OCO2)c1c[nH]c2ccc(S(=O)(=O)N3CCOCC3)cc2c1=O	-3%	-8%	4%	-3%	-7%	29
CCC(C)N(C(=O)COC(=O)/C=C/c1ccc(O)c(OC)c1)C1CCS(=O)(=O)C1 (centres undefined)	-1%	1%	1%	32%	-6%	7
O=C(NCCNC(=O)c1ccccn1)c1ccc(-c2ccccc2)cc1	-10%	0%	5%	43%	-2%	-9
COC(=O)C1[C@H]2SC(C)(C)C(C(=O)OC)N2C(=O)N1Cc1nc2ccccc2s1 (some centres undefined)	-3%	?	-4%	111%[activator]	-3%	-20
Cc1ccc(NC(=O)c2c(C)nc3ccccn23)cc1C	?	-5%	-9%	39%	-6%	110
O=c1oc2ccccc2n1CCn1c2ccccc2c2nc3ccccc3nc21	?	0%	-6%	-6%	6%	22
Cc1sc(N)c(C(=O)c2ccccc2Cl)c1C	1%	-15%[57.1 µM]	-7%	-22%	-12%	?
CC(C)(C)NCCCOc1ccc(Cl)cc1C(C)(C)C	?	7%	?	47%	/	/

Next structures:
SMILES	AmpC inh detg	Sm TGR block	FBPA Giardia inh	AmpC no deterg	AMA1-RON2 inh	HCMV inh
NC(=O)CSc1nnc(Cn2c(=O)sc3ccccc32)n1-c1cccc(Cl)c1	-1%	-1%	1%	35%	-4%	14
CCC(C)C(NC(N)=O)C(=O)Nc1ccc(S(=O)(=O)Nc2ccc(OC)cc2)cc1 (centres undefined)	-1%	26%	-3%	-38%	22%	-102*
CCOC(=O)N1CCN(c2ncc3c(n2)CC(c2ccc(OC)c(OC)c2)CC3=O)CC1 (centres undefined)	-5%	4.5µM*	/	/	/	-9
CCc1ccc(NC(=O)N(Cc2cccnc2)Cc2ccco2)cc1	-2%	0%	-5%	7%	-2%	-8
c1ccc2[nH]c(-c3ccnc4ccccc34)nc2c1	-14%&-3%	0%&-31%	?	-12%&-53%	-2%&1%	42&51
COC(=O)c1ccccc1NC(=O)c1cccs1	1%	14%	0%	-12%	26%	-16
O=C(CCC(=O)OCc1ccc(Cl)cc1)Nc1cccc([N+](=O)[O-])c1	?	2%	/	-27%	-10%	-13
O=C(CCc1ccccc1)Nc1cccnc1Cl	0%	1%	0%	-8%	3%	-12
CC1=C(C(=O)OC(C)C)C(c2ccsc2)NC(=O)N1C (centres undefined)	-14%	-3%	2%	-9%	0%	-17
COc1ccccc1CCN=C(N)NS(=O)(=O)c1ccc(F)cc1	-2%	-25%	/	-22%	1%	-8
O=C(CSc1ncnc2c1cnn2Cc1ccccc1)Nc1ccc2c(c1)OCCO2	?	-26%	-2%	-18%	1%	-6
CCOC(=O)C1(Cc2cccc(F)c2)CCN(Cc2cnc(C)s2)CC1	5%	17%	0%	58%	-10%	-33
CCOC(=O)c1cccc(NS(=O)(=O)c2cn(C)c(C)n2)c1	22%	2%	/	/	/	2
O=C(N/N=C/c1ccccn1)c1ccc(S(=O)(=O)N2CCCCCC2)cc1	?	10%	14%	24%	4%	-37
CCOC(=O)C(C(=O)OCC)C(Nc1ccccc1)c1ccccc1 (centres undefined)	?	-32%	5%	-32%	2%	-4
COc1ccc(OCC(=O)Nc2cccc3ncccc23)cc1	-17%	1%	-18%	-18%	5%	-26
Cc1ccc(OCCOCCN2CCN(C)CC2)c([N+](=O)[O-])c1	-5%	1%	?	10%	16%	?
N#CCCN(C(=O)CSc1ncccn1)c1ccc2c(c1)OCCO2	-3%	2%	/	-32%	-2%	12
CCc1ccc(NC(=O)CC2C(=O)OCCN2CC)cc1 (centres undefined)	-3%	14µM*	/	/	/	9
O=C(CSc1nnnn1-c1ccc(F)cc1)NNC(=O)c1ccco1	-4%	7%	0%	-16%	73%[activator]	-32
O=C(CCSCc1ccccc1Cl)NCc1ccc(F)cc1Cl	19%	0%	/	/	/	-10
O=C(CN1C(=O)CCS(=O)(=O)c2ccccc21)NCCc1ccccc1	-4%	-20%	-7%	-1%	10%	-35
N#Cc1ccc(NC(=O)COC(=O)c2cccnc2Cl)cc1	/	/	/	-14%	1%[11.6 µM]	0
Cc1ccccc1-n1c2nc(=O)[nH]c(=O)c-2cc2c(Cl)cccc21	15%	-6%	/	/	/	-9
CC1CCCCN1S(=O)(=O)c1ccc2c(c1)CCN2C(=O)C1CC1 (centres undefined)	4%	2%	/	0%	-1%	22
